Compound activity: PubChem BioAssay, several laboratories
MBD2 DNA inh: inhibitors of human MBD2 binding to methylated oligonucleotide; Q9UBB5; TR-FRET; inhibition, % at 4.4 µM; 0.31% of 370,000 active; in the data active means inhibition above about 13%
Target sequence (Q9UBB5 whole entry, looked up): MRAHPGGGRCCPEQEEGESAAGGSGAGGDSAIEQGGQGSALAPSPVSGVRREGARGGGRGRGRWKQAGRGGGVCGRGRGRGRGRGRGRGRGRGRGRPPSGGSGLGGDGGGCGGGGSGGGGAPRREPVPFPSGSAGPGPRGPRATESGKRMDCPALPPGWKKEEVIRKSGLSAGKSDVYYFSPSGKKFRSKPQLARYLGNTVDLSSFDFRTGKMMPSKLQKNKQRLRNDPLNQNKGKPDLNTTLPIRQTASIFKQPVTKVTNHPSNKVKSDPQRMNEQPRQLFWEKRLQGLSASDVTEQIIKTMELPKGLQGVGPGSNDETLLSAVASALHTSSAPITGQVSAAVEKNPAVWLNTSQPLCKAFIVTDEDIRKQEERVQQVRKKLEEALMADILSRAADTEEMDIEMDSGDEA
PRMT1 inh: PRMT1 (human) inhibition, primary screen; Q99873; recombinant PRMT1, activity-based probe fluorescence polarization; inhibition, % at 2.79 µM; 1.3% of 370,000 active; AID 652257;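 active means inhibition above about 21% made by adding two undisclosed values, limit read from the data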
SIAE primary: inhibitors of human sialic acid acetylesterase SIAE; AID 1053197; Q9HAT2; SIAE FP-Rh probe binding, fluorescence polarization; inhibition, % at 9.66 µM; 0.69% of 370,000 active;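 active means inhibition above a cutoff: mean of compounds within the control limits plus 3 SD of those, cut at about 17% in these data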;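 further: 0% = plate median of compound wells and 100% = probe without SIAE protein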
rCAG RNA binder: r(CAG) repeat RNA binding | AID 651821 | TO-PRO-1 dye displacement fluorescence | inhibition, % at 3 µM | 1.3% of 370,000 active;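 active means inhibition above the plate cutoff, the mean of all test compounds on that plate plus 3 SD, cut at about 35% in these data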;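 further: 0% = DMSO alone and 100% = 100 µM mitoxantrone as full dye displacement; higher means more dye released from RNA so lower well fluorescence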
TCR-CD3 inh: inhibitors of human TCR-CD3 interaction; TAMRA-labeled TCR probe fluorescence, biochemical; inhibition, % at 9.4 µM; 0.37% of 360,000 active; AID 651800; in the data active means inhibition above about 19%;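 further: recombinant mutant TCR 2C K166C tagged with TAMRA read by polarization; 0% = receptor in buffer alone and 100% = receptor with positive control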
LEDGF integ inh: blocks HIV-1 LEDGF/p75-dependent DNA integration | inhibition, % at 3.7 µM | TR-FRET IN-LEDGF/p75 DNA integration, Eu/Cy5 | 0.64% of 370,000 active;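 active means inhibition above the screen-wide mean plus 3 SD, cut at about 13% in these data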;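 further: signal is the Cy5 over europium emission ratio at 671 and 618 nm; 0% = plate median of compound wells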
mABHD4 FP: inhibitors of mouse ABHD4 | Q8VD66 | purified mABHD4, FP-Rh probe fluorescence polarization | inhibition, % at 8.92 µM | 0.54% of 370,000 active | AID 720543;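 active means inhibition exceeding the mean over every tested compound plus 3 SD, cut at about 30% in these data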;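 further: 0% = plate median of compound wells and 100% = S159A mutant with DMSO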
Target sequence (Q8VD66 whole entry, looked up): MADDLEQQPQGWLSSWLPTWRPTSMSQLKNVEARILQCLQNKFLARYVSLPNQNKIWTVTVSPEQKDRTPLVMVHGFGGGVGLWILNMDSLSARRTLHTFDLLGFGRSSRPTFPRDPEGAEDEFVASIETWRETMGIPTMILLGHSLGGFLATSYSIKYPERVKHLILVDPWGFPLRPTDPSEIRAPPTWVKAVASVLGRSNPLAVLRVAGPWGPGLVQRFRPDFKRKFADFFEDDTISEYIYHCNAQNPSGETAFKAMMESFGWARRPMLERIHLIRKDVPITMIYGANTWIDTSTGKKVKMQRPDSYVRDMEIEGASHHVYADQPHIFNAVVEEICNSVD
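Assay system: mouse ABHD4 enzyme, wild type / Also added: fluorescent activity-based probe FP-Rh / Doses: single nominal dose of 8.92 µM, 0.89% DMSO final / Timing: 45 min compound pre-incubation plus 60 min probe step, 25 °C / Signal: FP readout, ex 525 nm / em 598 nm / Control set: S159A mutant/DMSO as 100%, compound-well median as 0%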
GC-B act: GC-B (human) receptor activation | HEK293-GC-B cells, CNP EC30, cGMP TR-FRET; 0% at EC30 CNP, 100% saturating CNP | P20594 | AID 1920062 | 0.11% of 370,000 active | activation, % at 10 µM;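 active means activation at 10 µM reaching about 35% in either raw or pattern-adjusted values, limit read from the data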
TDP2 absorb: blocks human TDP2 phosphodiesterase activity; recombinant TDP2, T5PNP hydrolysis, p-nitrophenol absorbance 415 nm; inhibition, % at 12.8 µM; 0.34% of 370,000 active;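 active means inhibition above the mean of all tested compounds plus 3 SD, set per campaign, cut at about 25% in these data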;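 further: 0% = DMSO with enzyme and 100% = buffer with substrate but no TDP2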
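Assay system: Recombinant human TDP2 | Quantity: 120 nM TDP2 per well | Incubation: 2 h at 37 °C | Signal: Epi absorbance | Evaluation: Percent inhibition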
HTRA1 inh: inhibitors of human serine peptidase HTRA1; Q92743; inhibition, % at 5.96 µM; AID 504803; recombinant HTRA1, FP-rhodamine activity-based probe, fluorescence polarization; 0.5% of 340,000 active; in the data active means inhibition above about 36%;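 further: 0% = enzyme with DMSO and 100% = wells lacking enzyme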
Active calls of the source: *; . = not tested or not shown. The list is partial (hit frequency here may not be typical).

Results follow in this order: MBD2 DNA inh	PRMT1 inh	SIAE primary	rCAG RNA binder	TCR-CD3 inh	LEDGF integ inh	mABHD4 FP	GC-B act	TDP2 absorb	HTRA1 inh
CCOc1ccccc1N(C)C(=O)c1nn(-c2ccc(OC)cc2OC)c(=O)c2ccccc12
 : -0.6	0.3	-2.6	-6.7	-6.0	-0.2	3.1	-1.1	-5.0	-6.0
Cc1cc(C)cc(N2CCN(C(=O)N3CCOCC3)CC2)c1
 : -2.0	-2.5	1.4	-5.8	0.3	-1.4	-1.6	5.8	1.8	-2.7
CS(=O)(=O)Nc1cccc(S(=O)(=O)N2CCN(C(=O)c3ccccc3)CC2)c1
 : 4.4	1.8	5.5	2.6	-4.2	-0.1	2.9	2.9	9.6	2.0
CCc1sc(C(=O)N2CCc3ccccc32)cc1C
 : 3.3	4.2	-6.3	-1.1	2.1	-2.6	-6.1	-1.1	-1.1	-22.7
C[C@@H]1CC=C[C@H]2[C@H]1C(=O)N(Cc1ccccc1)[C@H]2c1cccc([N+](=O)[O-])c1
 : 1.7	2.7	-3.9	3.1	1.2	-4.0	-3.2	-11.2	-1.2	-17.1
CC1CCCCN1c1nnc(NC(=O)Cn2c(=O)oc3ccccc32)s1 (centres undefined)
 : 1.5	-0.4	6.1	0.3	-1.5	2.6	-2.4	-7.7	2.5	10.0
Clc1ccc2c(c1)C1OCCC1C(c1ccco1)N2 (centres undefined)
 : -4.0	3.2	5.2	-0.5	11.6	-2.1	4.5	-0.4	6.1	-0.8
O=C(CCN1CCN(Cc2ccccc2)CC1)Nc1cccc(Cl)c1
 : 4.2	1.9	-6.7	-6.8	1.2	-3.6	4.4	2.7	1.4	2.8
O=C(c1cccc(F)c1)N1CCN(C(=O)c2nn3cccnc3c2Cl)CC1
 : 0.1	1.9	0.9	-2.8	-2.4	-3.6	20.3	5.8	10.1	0.7
CN(Cc1ccccc1)Cc1cc(=O)oc2ccc3ccccc3c12
 : -0.2	-0.2	-0.2	5.2	8.3	-2.0	-12.2	2.6	1.1	.
CCc1nn(C(C)C(=O)N2CC(C)CC(C)C2)c(=O)c2cc3occc3n12 (centres undefined)
 : 1.0	-1.2	0.4	-3.5	-0.4	1.7	-2.4	-2.8	-15.3	-3.0
O=C(Oc1ccc(N(Cc2cccs2)C2=NS(=O)(=O)c3ccccc32)cc1)c1ccc(Cl)cc1
 : 3.7	-2.8	11.4	-1.3	4.4	-0.2	-1.9	2.0	-9.3	1.6
O=C(NCc1ccc(F)cc1)C1CCN(S(=O)(=O)N2CCCCC2)CC1
 : 6.3	0.3	1.5	-6.2	-1.0	-0.4	2.6	2.2	-0.3	6.4
C#CCOCCOCCOCCNc1nc(N2CCN(C(=O)[C@H](CCCCN)n3cc(CC(C)O)nn3)CC2)nc(N2CCN(C(=O)[C@H](CCCCN)n3cc(CC(C)O)nn3)CC2)n1 (some centres undefined)
 : 1.0	-0.4	-12.2	-4.1	-9.2	1.1	-2.0	6.1	-4.9	-0.4
O=C1/C(=C/c2ccccn2)COc2ccccc21
 : 3.6	-1.4	-10.2	-0.7	0.0	0.5	-0.6	.	15.3	-15.3
Clc1ccc(-c2nnc(Sc3nc4ccccc4o3)c3ccccc23)cc1
 : -3.8	-3.7	-1.3	2.1	3.5	-1.9	-4.3	-2.5	3.0	137.1*
Cc1cccc(NC(=O)Nc2ccc(OCc3ccccc3)cc2)n1
 : 1.9	1.1	-5.4	-0.1	0.8	2.2	2.2	-5.7	-11.6	-0.8
Cn1c(=O)oc2cc(S(=O)(=O)N3CCC(C(=O)N4CCN(c5ccccc5)CC4)CC3)ccc21
 : -6.5	-1.6	11.8	1.9	2.0	5.2	-6.0	-6.9	-3.5	-2.6
O=C(CCSCc1ccccc1Cl)NCc1cccs1
 : -1.7	-4.3	1.6	-2.3	0.0	4.4	-5.0	2.9	8.6	2.1
COc1ccc(CCNC(=O)COC(=O)Cc2ccc(OC)cc2)cc1
 : -2.8	-1.2	7.7	4.0	7.5	-0.8	-4.8	-0.2	-1.0	1.6
O=C(Cc1ccc([N+](=O)[O-])cc1)Nc1ccc2c(c1)CCC2
 : -5.3	-3.4	-1.0	6.0	-3.5	-1.7	-10.0	0.5	-5.7	-10.3
CC(NC(=O)CCCCCN1C(=O)c2ccccc2C1=O)c1ccc2c(c1)CCCC2 (centres undefined)
 : 2.5	-0.3	2.1	-4.2	6.9	0.3	-0.5	-9.6	-16.4	-6.7
Cc1cccc(C)c1-n1nnnc1C(c1ccccc1)N1CCN(C/C=C/c2ccccc2)CC1 (centres undefined)
 : -2.0	-4.5	0.1	4.9	-10.2	1.6	8.2	0.1	-2.5	.
COc1ccccc1CNC(=O)[C@H](CCSC)NC(=O)[C@@H]1Cc2ccccc2CN1
 : -2.5	-0.8	0.9	-6.1	9.8	-3.1	-1.6	5.7	-1.8	-6.3
Cc1[nH]c(C)c(S(=O)(=O)N2CCN(c3cccc(Cl)c3)CC2)c1C(=O)N1CCCCC1
 : -4.7	-2.5	-4.6	-6.0	1.0	0.6	-3.1	-4.2	-0.5	0.1
Cc1[nH]nc2c1C(Cc1ccccc1)C(C#N)=C(N)O2 (centres undefined)
 : -4.3	-0.8	8.2	0.8	3.2	-2.5	1.0	1.1	9.4	1.9
CCOc1ccc(N2CC(C(=O)Nc3ccc(S(=O)(=O)Nc4nccs4)cc3)CC2=O)cc1 (centres undefined)
 : 6.0	3.2	-4.4	48.6*	-0.7	-0.3	9.7	3.9	-6.5	10.2
CCCC(=O)N1CCC1(C)C(=O)NS(=O)(=O)c1ccc(Cl)cc1 (centres undefined)
 : -0.2	0.6	-4.1	3.6	6.4	-3.0	-1.7	2.6	0.2	.
CN(C)CCCNC(=O)C[C@H]1C[C@H](C(=O)N2CCCCC2)[C@@]2(CCc3ccccc3)c3[nH]c4cc(CCC(=O)N(C)C)ccc4c3CCN2C1=O
 : 4.7	-8.0	-4.3	4.8	3.7	4.2	-0.6	2.4	-3.9	5.7
O=C(CNC(=O)c1ccccc1F)Nc1ccccc1C(F)(F)F
 : -0.2	-1.4	-3.4	3.4	6.0	7.3	-7.8	1.7	2.8	1.1

Exported in CSV form: entries from further up.
SMILES,MBD2 DNA inh,PRMT1 inh,SIAE primary,rCAG RNA binder,TCR-CD3 inh,LEDGF integ inh,mABHD4 FP,GC-B act,TDP2 absorb,HTRA1 inh
COc1ccc(CCNC(=O)COC(=O)Cc2ccc(OC)cc2)cc1,-2.8,-1.2,7.7,4.0,7.5,-0.8,-4.8,-0.2,-1.0,1.6
CC(NC(=O)CCCCCN1C(=O)c2ccccc2C1=O)c1ccc2c(c1)CCCC2 (centres undefined),2.5,-0.3,2.1,-4.2,6.9,0.3,-0.5,-9.6,-16.4,-6.7
Cc1cccc(NC(=O)Nc2ccc(OCc3ccccc3)cc2)n1,1.9,1.1,-5.4,-0.1,0.8,2.2,2.2,-5.7,-11.6,-0.8

(continued)
Results follow in this order: MBD2 DNA inh	PRMT1 inh	SIAE primary	rCAG RNA binder	TCR-CD3 inh	LEDGF integ inh	mABHD4 FP	GC-B act	TDP2 absorb	HTRA1 inh
CC(=O)Nc1sc(C)c(C)c1C(=O)OCC(=O)N(CC(C)C)C1CCS(=O)(=O)C1 (centres undefined)
 : 4.3	-0.9	3.5	1.3	-5.5	-0.2	1.4	-4.5	11.1	-6.6
COc1ccc(C(=O)OCC(=O)NCc2ccco2)cc1S(=O)(=O)N1CCN(c2cccc(Cl)c2)CC1
 : -5.8	1.8	-16.4	8.9	2.4	1.1	-30.5	-0.5	-13.7	-24.7
CSc1nsc(SCC(=O)N2CCCc3ccccc32)n1
 : 2.1	0.3	-2.3	-5.0	0.1	1.4	1.3	-0.5	5.5	5.5
CC1(N=Cc2cc(Cl)ccc2O)COP(=O)(NC2CCCC2)OC1 (centres undefined)
 : 1.1	-1.6	0.6	4.6	3.6	-1.3	2.6	-2.3	0.7	0.9
CC(C)[C@@H](CO)NC(=O)[C@H]1O[C@@H](n2cnc3c(N)ncnc32)[C@H](O)[C@@H]1O
 : -0.7	-4.4	7.5	0.8	-6.2	5.6	0.2	1.4	-1.2	.
CCNc1nc(NCC)n2c(SC(C(=O)Nc3cc(C)ccc3OC)c3ccccc3)nnc2n1 (centres undefined)
 : 3.4	0.7	-10.5	-5.5	-5.1	-4.1	-3.8	-11.1	-8.1	-25.7
CCOC(=O)c1nnn(CC(=O)NC(=O)Nc2cccc(CC)c2)c1C(=O)OCC
 : 4.0	3.3	-8.5	-1.9	-5.7	-3.8	-1.5	-2.1	0.4	-6.0
CC(O)CNCCCCOc1ccc(OCc2ccccc2)cc1 (centres undefined)
 : -0.1	-1.1	3.5	1.1	4.4	5.1	6.2	-1.9	-2.9	4.7
Cn1c(=O)c2cc(NC(=O)NCc3ccc(Cl)cc3Cl)ccc2n1Cc1ccc(F)cc1
 : -3.2	1.9	-7.8	8.4	6.5	-0.6	14.4	10.8	-19.8	.
CCOC(=O)N1CCN(C(=O)CSc2ncccn2)CC1
 : -0.7	-1.0	18.9*	-1.1	3.3	-0.9	3.3	2.2	-2.1	4.6
CC(C)CN(C(=O)CN1CCc2ccccc21)c1c(N)n(CC(C)C)c(=O)[nH]c1=O
 : 0.7	0.3	5.4	-3.3	-5.8	0.4	-1.1	-0.2	5.2	8.2
CC(C)CC(NC(N)=O)C(=O)NCCc1ccc(Cl)cc1Cl (centres undefined)
 : 1.7	0.8	1.7	-3.3	-4.1	-4.6	2.5	-5.8	-11.8	6.2
CC1CCCN(CC(O)COc2ccc3c(c2)OCO3)C1 (centres undefined)
 : 1.9	0.7	-0.6	-1.7	-8.4	-0.7	-4.7	4.2	6.5	-2.1
COc1cccc(C2=CC(=O)CC(c3ccco3)C2)c1 (centres undefined)
 : -4.9	31.4*	1.9	20.3	-1.3	2.7	-5.9	-1.3	-5.9	-21.5
Cc1cccn2c(=O)c3cc(C(=O)NCCCOC(C)C)sc3nc12
 : -2.2	-4.6	-6.8	2.2	5.7	0.7	-8.2	4.0	12.1	3.0
